Assay outcomes: PubChem BioAssay, National Center for Advancing Translational Sciences (NCATS)
LmPK inhibitor: blocks Leishmania mexicana pyruvate kinase activity; hit rate 0.37% among 290,000; Potency, µM (series often up to 57.5 µM), without a hit: top-dose activity change, negative = inhibition, actives largely listed as inhibitors; Q27686; purified LmPK, Kinase-Glo ATP luminescence, 1 h; note: potency is the fitted concentration of half-maximal effect; % is set by controls: 0 for no effect and ±100 for the full control effect
Target sequence (Q27686 whole entry, looked up): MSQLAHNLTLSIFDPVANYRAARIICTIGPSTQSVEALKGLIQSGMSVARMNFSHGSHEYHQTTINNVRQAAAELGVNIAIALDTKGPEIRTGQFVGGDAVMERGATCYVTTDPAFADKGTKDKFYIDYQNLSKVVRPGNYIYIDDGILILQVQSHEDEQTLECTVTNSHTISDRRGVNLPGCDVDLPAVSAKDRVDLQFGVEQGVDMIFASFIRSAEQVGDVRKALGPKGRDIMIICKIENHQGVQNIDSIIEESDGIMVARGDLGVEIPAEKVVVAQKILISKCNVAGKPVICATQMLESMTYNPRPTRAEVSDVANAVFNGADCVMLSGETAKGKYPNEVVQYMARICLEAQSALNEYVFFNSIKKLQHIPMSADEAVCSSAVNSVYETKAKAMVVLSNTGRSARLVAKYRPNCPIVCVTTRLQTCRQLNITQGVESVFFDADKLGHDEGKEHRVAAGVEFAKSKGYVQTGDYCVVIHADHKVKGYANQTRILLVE
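ATP generated from ADP (0.1 mM) and PEP (0.5 mM) by 0.1 nM LmPK over 1 h at room temperature (pH 7.2 imidazole buffer) was detected by coupled luciferase luminescence. Values were normalized to uninhibited and no-enzyme wells.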
Pf growth 48h: inhibits P. falciparum growth in the first generation, 48 h; hit rate 5.9% among 310,000; P. falciparum luciferase growth in erythrocytes, 48 h; Potency, µM (doses to about 28.7 µM), for the others: top-dose activity change, negative = inhibition, usual class: inhibitors; note: potency is the fitted concentration of half-maximal effect; % is set by controls: 0 for no effect and ±100 for the full control effect
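Firefly luciferase activity from engineered P. falciparum reports growth; inhibitors lower the luminescent signal. Cultures contained 2% hematocrit erythrocytes at 0.1% final parasitemia.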
AmpC no deterg: AmpC beta-lactamase inhibition without detergent. AmpC nitrocefin hydrolysis, absorbance 480 nm, 0.0001% Triton. Potency, µM (top dose mostly 57.1 µM), for the others: at the top dose activity change, negative = inhibition, actives largely listed as inhibitors. hit rate 0.52% among 330,000. AID 485341;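 note: potency is the fitted concentration of half-maximal effect; plate controls were no compound for no effect and no enzyme for full effect; nearly all actives have a fitted effect of over 20% in size; some results filed as inactive show a strong effect at the top dose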
Target sequence (P00811 whole entry, looked up): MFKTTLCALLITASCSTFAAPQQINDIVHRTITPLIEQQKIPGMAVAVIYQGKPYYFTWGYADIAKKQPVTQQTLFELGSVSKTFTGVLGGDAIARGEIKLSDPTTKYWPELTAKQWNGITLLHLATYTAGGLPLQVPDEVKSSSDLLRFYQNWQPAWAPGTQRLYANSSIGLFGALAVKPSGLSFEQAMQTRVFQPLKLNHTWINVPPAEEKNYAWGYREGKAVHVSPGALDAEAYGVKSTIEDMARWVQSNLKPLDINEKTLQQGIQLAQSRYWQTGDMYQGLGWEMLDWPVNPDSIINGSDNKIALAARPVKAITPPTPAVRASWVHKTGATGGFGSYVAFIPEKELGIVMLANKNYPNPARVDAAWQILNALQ
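20 mM phosphate pH 7.0 + 0.01% (detergent screen) or 0.0001% Triton X-100; 5.3 nM AmpC reagent; cpd preinc 15 min RT; nitrocefin (800 uM stock) to start; A480 q20 s × 4 min; Activity was normalised to no-enzyme and no-compound control wells.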
Shiga inhibitor: Shiga toxin inhibition; AID 2315; hit rate 9.2% among 290,000; inhibition, % at 38.7 µM; Vero cells, Shiga toxin protein synthesis inhibition reporter; in the data active = inhibition mostly above about 28%, no sharp cut-off; inactive = mostly below about 43%; note: 0% is about no effect
Pf growth 96h: inhibits malaria parasite growth, 96 h | P. falciparum luciferase reporter growth, 96 h | Potency, µM (doses to about 28.7 µM), inactives show at the top dose activity change, negative = inhibition, usual class: inhibitors | hit rate 6.9% among 320,000 | AID 504834; note: potency is the fitted concentration of half-maximal effect; % is set by controls: 0 for no effect and ±100 for the full control effect
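Compounds incubated with erythrocytes infected by luciferase-expressing P. falciparum (2% hematocrit, 0.05% parasitemia final) for 96 hours, 37 C in 5% CO2. Growth inhibition scored as decreased luciferase luminescence.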
CHX counter: counter-screen for Shiga toxin inhibitors: cycloheximide protein synthesis inhibition. cell reporter, cycloheximide protein synthesis inhibition counterscreen. max response, %. hit rate 12% among 300,000. AID 2314; in the data active = max response mostly above about 13%, no sharp cut-off; inactive = mostly below about 14%; note: read at 38.3 µM for the half of the compounds with a filed dose; 0% is about no effect
Tb PYK inh: inhibitors of Trypanosoma brucei pyruvate kinase | Q57TT1 | TbPYK enzyme, Kinase-Glo Plus ATP luminescence, 45 min | Potency, µM (titrated, usually from 76.8 µM), inactives show top-dose activity, negative = inhibition, actives largely listed as inhibitors | hit rate 0.12% among 410,000; note: potency is the fitted concentration of half-maximal effect; % is set by controls: 0 for no effect and ±100 for the full control effect; nearly all actives have a fitted effect of over 50% in size
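Quantitative HTS: titrated library compounds versus trypanosomal pyruvate kinase in TEA buffer (pH 7.2) containing KCl, MgCl2, BSA and Tween-20. Reactions were initiated with ADP, 130 uM final. Kinase-Glo Plus luminescence was read after 45 min at RT.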
Numbers without * were called inactive; ? = inconclusive; . = no result given; & = joins results of further samples; [ ] = another dose, or the depositor's remark. Unless noted, calls come from the whole dose curve; as a rule, active = well fitted curve in the direction sought with a large enough effect; inconclusive = small, poorly fitted or top-dose-only effect, or another doubt; inactive = no such curve, though single readings can be large; an effect the other way counts as inactive or inconclusive.

The first 2 compounds, ahead of the listing:
no.	mol	LmPK inhibitor	Pf growth 48h	AmpC no deterg	Shiga inhibitor	Pf growth 96h	CHX counter	Tb PYK inh
1	COc1cc(OC)cc(OC(=O)c2cccc(S(=O)(=O)N3CCN(C)CC3)c2)c1	.	-5%	165%[activator]	.	11%	.	3%
2	CCCC(C)NC(=O)c1ccc2[nH]c3c(c2c1)CC(C)CC3 (stereo not drawn)	0%	4.7µM*	-12%	49	3.3µM*	28*	1%

Main list, previewed entries included:
no.	mol	LmPK inhibitor	Pf growth 48h	AmpC no deterg	Shiga inhibitor	Pf growth 96h	CHX counter	Tb PYK inh
1	COc1cc(OC)cc(OC(=O)c2cccc(S(=O)(=O)N3CCN(C)CC3)c2)c1	.	-5%	165%[activator]	.	11%	.	3%
2	CCCC(C)NC(=O)c1ccc2[nH]c3c(c2c1)CC(C)CC3 (stereo not drawn)	0%	4.7µM*	-12%	49	3.3µM*	28*	1%
3	OC[C@@H](O)[C@@H](O)[C@H](O)[C@H](O)CO	.	21%&-3%	-9%	.	83%&10%[activator]	.	9%&0%
4	Cc1c(C(=O)OCC(=O)N2CC(=O)Nc3ccccc32)oc2ccc(Br)cc12	3%	-2%	-17%	-7	.	1	-1%
5	Cc1ccc(CN(CC(=O)NC2CCCCC2)C(=O)c2csnn2)cc1	-6%	18%	8%	-2	5%	-2	1%
6	O=C1CCCC(O)=C1N=Nc1ccc(C(=O)O)cc1	-13%	-15%	-36%	6	0%	10	-5%
7	CCCCS(=O)(=O)N1CCC(C(=O)Oc2ccc(Cl)cc2)CC1	-3%	4%	-16%	-2	0%	-3	3%
8	CCCCCc1nc2sc3c(c2c(=O)n1NC(=O)c1ccc([N+](=O)[O-])cc1)CC(C)(C)OC3	0%	0%	-5%	0	-40%	-2	-6%
9	CCOc1ccc(N2C(=O)/C(=C\c3cccs3)C(=O)NC2=S)cc1	-4%	-11%	-41%	-6	12%	3	?
10	Cc1ccc(NS(=O)(=O)c2ccc3c(c2)CC(=O)N3)cc1F	.	?	-56%	.	-28%	.	-3%
11	O=C(COC(=O)/C=C/c1ccc(Cl)cc1)Nc1ccccc1-c1ccccc1	2%	-1%	-52%	-5	2%	-1	-9%
12	CSc1cccc(NC(=O)c2cccc3cccnc23)c1	-4%	128%[activator]	-21%	98*	101%[activator]	34*	5%
13	Cc1cc(=O)[nH]c(SCC(=O)Nc2ccc(Cl)cn2)n1	6%	.	-15%	-5	15%	-1	-3%
14	CCOC(=O)c1[nH]c(C)c(C(=O)OC)c1C	-3%	92%[activator]	-5%	28	102%[activator]	13*	-2%
15	CSc1ccccc1NC(=S)Nc1cccc(C(F)(F)F)c1	1%	-10%	-24%	0	.	-1	0%

Going on with the list:
no.	mol	LmPK inhibitor	Pf growth 48h	AmpC no deterg	Shiga inhibitor	Pf growth 96h	CHX counter	Tb PYK inh
16	CC(=O)N(/N=C1\Sc2ccccc2C1=O)c1ccccc1C	-1%	25%	-12%	91*	7%	68*	-13%
17	C=CCn1c(SCC(=O)N2CCOCC2)nc2sc(C)c(C)c2c1=O	-1%	-24%	36%	-10	10%	-1	1%
18	COc1ccc(NC(=O)CCN2CC(C)OC(C)C2)c(OC)c1 (stereo not drawn)	3%	?	-21%	-6	-18%	-1	3%
19	O=C(NN1CCCCC1)c1cnn2c(C(F)F)cc(-c3ccccc3)nc12	1%	-15%	2%[2.29 µM]	-1	12%	-1	-18%
20	CCc1ccc(S(=O)(=O)c2n[nH]n3c2nc(=O)c2ccccc23)cc1	5%	-15%	-20%	21	41%[activator]	-2	0%
21	COc1cccc(NC(=O)c2cc([N+](=O)[O-])ccc2N2CCN(C)CC2)c1	0%	?	-1%	24	435%[activator]	1	-4%
22	CC(=O)NCCc1cc2cc(C)c(C)cc2[nH]c1=O	2%	39%[activator]	12%	7	?	-3	-2%
23	CCNc1nnc(SCC(=O)c2cc(C)n(C3CC3)c2C)s1	.	?	-29%	.	?	.	-7%
24	COc1ccc(C2=NN(c3nc(C(=O)O)cs3)C(O)(C(F)(F)F)C2)c(OC)c1 (stereo not drawn)	6%	9%	-32%	21	370%[activator]	0	3%
25	CC(=O)NC(CC(=O)NC1CCCCC1)c1ccccc1 (stereo not drawn)	-9%	3%	-22%	5	32%[activator]	-3	-2%
26	O=C(NCc1ccc(Cl)cc1)c1ccc(CNc2c(N3CCCC3)c(=O)c2=O)cc1	-3%	-16%	-23%	10	?	-3	4%
27	CCOC(=O)N1CCN(C(=O)COC(=O)CNC(=O)c2ccc(C)cc2)CC1	.	9%	-4%	.	45%[activator]	.	1%
28	CCOC(=O)N1CCC(N2C(=O)c3ccccc3C2Nc2ccc3c(C)cc(=O)oc3c2)CC1 (stereo not drawn)	2%	?	133%[activator]	2	3%	3	-5%
29	CNC(=O)c1nnc(Cc2ccc(F)cc2)o1	-1%	.	-3%	-5	-9%	-2	-1%
30	CCOC(=O)c1sc(NC(=O)CSc2ncn[nH]2)c(C#N)c1C	-1%	9%	-36%	-26	?	-1	-2%

(listing goes on)
no.	mol	LmPK inhibitor	Pf growth 48h	AmpC no deterg	Shiga inhibitor	Pf growth 96h	CHX counter	Tb PYK inh
31	CCCn1cc(S(=O)(=O)CC(=O)Nc2ccc(OCC)cc2)c2ccccc21	6%	13µM*	-11%	-11	20%	-1	-1%
32	CCCCC(O)(CCCC)C(=O)NN(C(=O)OC)c1ccc(C)cc1	-1%	-3%	22%	1	10%	-2	4%
33	COc1ccc(NC(=S)N2CCc3cc(OC)c(OC)cc3C2)cc1	9%	30%	9%	11	7%	14	-1%
34	CC(C(=O)Nc1ccccc1F)N1C(=O)c2ccccc2C1=O (stereo not drawn)	0%	62%[activator]	-10%	12	104%[activator]	-7	-4%
35	O=C(CSc1nnc2ccccn12)Nc1ccccc1C(=O)O	-3%	33%[activator]	-16%	-6	1%	0	-9%
36	Cc1ccc(C)c(C(=O)CN2C3=NCCCN3c3ccccc32)c1	-5%	7.4µM*	-9%	-24	9.3µM*	-4	2%
37	COc1cc(S(=O)(=O)NCC2CCCO2)c(OC)cc1Cl (stereo not drawn)	0%	17%	-3%	21	14%	2	-4%
38	O=C(NCCN1CCOCC1)c1cccs1	3%	37%[activator]	-6%	-16	.	-2	-6%
39	COc1ccc(OC)c(/C=N/NC(=O)c2ccc3nc[nH]c3c2)c1	-1%	38%[activator]	-28%	-4	39%[activator]	-2	-5%
40	COc1ccccc1Oc1coc2c(CN(C)C)c(O)ccc2c1=O	-9%	15%	-26%	-9	3%	-1	-16%
41	COC(=O)c1[nH]c(C)c(/C(O)=C2\C(=O)C(=O)N(CCN(C)C)C2c2ccc(OC)cc2)c1C (stereo not drawn)	0%	19%	-17%	6	.	-6	.
42	O=c1[nH]c(=O)n(CCC2=CCCCC2)c(O)c1/C=N/N1CCOCC1	1%	-30%	-3%	-7	24%	-2	5%
43	O=C(c1ccc2c(=O)n3c(nc2c1)CCC3)N1CCN(S(=O)(=O)c2cccc(F)c2)CC1	.	12µM*	1%	.	?	.	-1%
44	CCOc1ccc(N=C2C(=O)N(CN3CCOCC3)c3ccccc32)cc1	0%	4%	-15%	60	13µM*	15	4%
45	Cc1nnc(SCc2ccc(C(=O)Nc3cc(Cl)ccc3C)cc2)s1	4%	38%[activator]	-50%	36	?	13	-5%

Whole records, quoted from the list:
`O=C(NCCN1CCOCC1)c1cccs1` is listed with LmPK inhibitor: 3%; Pf growth 48h: 37%[activator]; AmpC no deterg: -6%; Shiga inhibitor: -16; Pf growth 96h: .; CHX counter: -2; Tb PYK inh: -6%
`CCCCC(O)(CCCC)C(=O)NN(C(=O)OC)c1ccc(C)cc1` is listed with LmPK inhibitor: -1%; Pf growth 48h: -3%; AmpC no deterg: 22%; Shiga inhibitor: 1; Pf growth 96h: 10%; CHX counter: -2; Tb PYK inh: 4%

Continued.
no.	mol	LmPK inhibitor	Pf growth 48h	AmpC no deterg	Shiga inhibitor	Pf growth 96h	CHX counter	Tb PYK inh
46	CP(=O)(Nc1ccccc1)C(Cl)(Cl)Cl (stereo not drawn)	7%	-1%	-12%	23	12%	-4	-22%
47	CCCCn1c(-c2cccc(Br)c2)nc2cc3[nH]c(=O)c(C(C)C)nc3cc21	4%	?	47%	3	6.6µM*	2	-17%
48	Cc1ccc(S(=O)(=O)Nc2ccc3ccccc3n2)cc1	1%	?	-39%	15	59%[activator]	12	-6%
49	O=[N+]([O-])c1ccccc1Nc1ccccc1	5%	2%	-21%	25	13%	-2	0%
50	COC(=O)[C@H](CCSC)NC(=O)Nc1ccc(S(N)(=O)=O)cc1	-2%	?	-25%	4	63%[activator]	-2	-18%
51	NC(=O)c1cn(-c2ccccc2)nc1-c1cccnc1	4%	14%	-3%	-6	18%	-2	-1%
52	COc1ccccc1N(CC(=O)N1CCCCCC1)S(=O)(=O)c1ccc(C)cc1	0%	?	71%[activator]	-7	15%	-2	-7%
53	CCOC(=O)c1ccc(CN2Cc3ccccc3C2=O)cc1	0%	.	-4%	18	4%	9	-11%
54	Cc1csc(NC(=O)C2CCCCC2C(=O)O)n1 (stereo not drawn)	7%	.	-9%	-17	-1%	-1	-4%
55	COCCCNc1ncnc2c1nc1n2CCCC1	2%	18%	-7%	-5	-23%	-2	-10%
56	C/C(=N/NC(=O)CNC(=O)/C=C/c1ccccc1)c1ccco1	4%	?	-35%	7	?	5	1%

Reprinted at random: 2 records from the list, in no set order.
no.	mol	LmPK inhibitor	Pf growth 48h	AmpC no deterg	Shiga inhibitor	Pf growth 96h	CHX counter	Tb PYK inh
56	C/C(=N/NC(=O)CNC(=O)/C=C/c1ccccc1)c1ccco1	4%	?	-35%	7	?	5	1%
49	O=[N+]([O-])c1ccccc1Nc1ccccc1	5%	2%	-21%	25	13%	-2	0%
